Screening results as filed in PubChem BioAssay.
MDM2 E3 inh: blocks human Mdm2 ubiquitin ligase activity; cell-based MDM2 ubiquitination luciferase reporter, 2 h; 0 = plate control, 100 = twice control, blank-subtracted; 210,000 tested, 0.11% active; signal enhancement, % at 5 µM;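 active = signal enhancement of 30% or more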;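 also: luminescence tracks abundance of the self-degrading MDM2-luciferase fusion protein; higher signal means inhibition of MDM2 E3 ligase activity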
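Assay system: stable mammalian line carrying autodegrading MDM2–luciferase fusion reporter; amount: 2000 cells seeded into each well; buffer or medium: DMEM; benchmarks: plate control and blank wells; signal: luciferase luminescence; timing: 2 h compound exposure at 37 °C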
hK5 inh: inhibitors of human kallikrein 5 | 210,000 tested, 0.59% active | inhibition, % at 5 µM | recombinant hK5, fluorogenic AMC substrate cleavage;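 active = inhibition of 40% or more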;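 also: 0% = enzyme controls without compound and 100% = no-enzyme blanks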
FXIIa inh: inhibitors of human coagulation factor XIIa. inhibition, % at 5 µM. 220,000 tested, 0.3% active. purified FXIIa, Boc-QGR-AMC fluorogenic substrate, 2 h. P00748; in the data active = inhibition above about 40%;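 also: 0% = enzyme with no compound and 100% = blank without enzyme; many of its hits are not listed in these tables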
14-3-3 Bad PPI: disrupts binding of bovine 14-3-3 zeta to phospho-Bad peptide; TR-FRET 14-3-3zeta/Dy647-pBad peptide displacement, 1 h; inhibition, % at 21.7 µM; 220,000 tested, 0.71% active; P63103;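 active = inhibition above about 70%, limit read from the data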;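 also: 0% = full 14-3-3 plus peptide FRET controls and 100% = background without 14-3-3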
Rad51 HR inh: Rad51 (human) homologous recombination inhibition. AID 1385. inhibition, % at 10 µM. hRad51 DNA strand exchange, fluorescence dequenching. Q06609. 200,000 tested, 0.085% active;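 active = inhibition above 40% at the single screening dose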;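 also: 0% = DMSO control wells and 100% = blanks with heterologous ssDNA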
Target sequence (Q06609 whole entry, looked up): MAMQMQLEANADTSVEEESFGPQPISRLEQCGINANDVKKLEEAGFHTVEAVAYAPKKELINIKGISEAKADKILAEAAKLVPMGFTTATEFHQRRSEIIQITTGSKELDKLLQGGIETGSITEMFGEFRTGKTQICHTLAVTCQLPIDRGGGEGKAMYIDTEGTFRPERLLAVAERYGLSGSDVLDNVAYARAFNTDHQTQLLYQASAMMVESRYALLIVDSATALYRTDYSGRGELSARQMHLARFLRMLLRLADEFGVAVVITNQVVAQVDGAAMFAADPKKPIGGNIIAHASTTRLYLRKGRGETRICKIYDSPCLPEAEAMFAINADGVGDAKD
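Test system: preformed human Rad51 ssDNA filaments. Compound dosing: single dose, 10 µM final compound. Incubation: filaments 15 min 37 °C, then compound 30 min. Technique: FRET fluorescence dequenching, excitation 485 nm, emission 520 nm. Read-out basis: percent inhibition from fluorescence, normalised to plate control and blank means. Benchmarks: plate controls and plate blanks.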
p97 ATPase inh: blocks human p97 ATPase activity | recombinant p97 ATPase, Kinase-Glo ATP luminescence, 3 h | inhibition, % at 8 µM | 220,000 tested, 0.42% active; in the data active = inhibition above about 15%;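 also: 0% = DMSO vehicle and 100% = wells lacking enzyme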
Wee1 degr inh: blocks degradation of human Wee1 kinase | HeLa Luc-Wee1K328M stability, luciferase luminescence; 100% = proteasome inhibitor MG132 effect | reporter increase, % at 5 µM | 220,000 tested, 1.2% active | AID 1321;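 active = activation above the mean of all tested compounds plus 3 SD, set per screening run, cut at about 8.8% in these data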;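 also: cells exposed to compound for 20 h before luminescence read; 0% = DMSO alone and 100% = MG132 at 30 µM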
Target sequence (P30291 whole entry K328M): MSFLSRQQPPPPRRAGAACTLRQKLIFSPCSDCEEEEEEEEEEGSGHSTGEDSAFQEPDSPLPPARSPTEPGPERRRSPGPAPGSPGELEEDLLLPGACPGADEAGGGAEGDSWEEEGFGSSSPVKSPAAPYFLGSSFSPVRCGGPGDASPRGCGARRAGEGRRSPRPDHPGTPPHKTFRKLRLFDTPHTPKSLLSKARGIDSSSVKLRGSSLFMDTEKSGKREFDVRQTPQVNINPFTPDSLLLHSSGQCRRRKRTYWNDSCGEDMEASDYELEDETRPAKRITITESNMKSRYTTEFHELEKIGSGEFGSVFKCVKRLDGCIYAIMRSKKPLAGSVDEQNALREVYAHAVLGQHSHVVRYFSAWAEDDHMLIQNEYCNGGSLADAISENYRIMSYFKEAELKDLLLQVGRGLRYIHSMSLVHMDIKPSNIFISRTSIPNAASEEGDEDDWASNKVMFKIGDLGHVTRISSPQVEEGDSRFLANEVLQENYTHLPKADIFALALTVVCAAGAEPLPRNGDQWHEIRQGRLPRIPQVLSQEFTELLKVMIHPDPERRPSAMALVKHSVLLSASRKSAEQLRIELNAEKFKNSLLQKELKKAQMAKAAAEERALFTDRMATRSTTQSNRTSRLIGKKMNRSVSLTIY
eIF4E-4G inh: inhibitors of eIF4E and eIF4G interaction in translation initiation; P63073+Q04637; TR-FRET eIF4E-eIF4GI(517-606) binding, 2 h; inhibition, % at 21.7 µM; 220,000 tested, 0.37% active; AID 782;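 active = inhibition above about 30%, limit read from the data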;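 also: 0% = full FRET control wells and 100% = background wells lacking eIF4GI fragment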
FXIa inh: factor XIa (human) inhibition | P03951 | purified FXIa, Boc-Glu-Ala-Arg-AMC fluorogenic substrate | inhibition, % at 5 µM | 220,000 tested, 0.14% active | AID 798;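 active = inhibition of at least 40%; inactive = inhibition below 40%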;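 also: fluorescence of freed AMC excited at 355 nm; 0% = enzyme without compound and 100% = no enzyme blank; many of its hits are not listed in these tables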
Starred values were filed as active, the others as inactive; nt = no result given; [ ] = remark or other dose.

Screens in order – MDM2 E3 inh, hK5 inh, FXIIa inh, 14-3-3 Bad PPI, Rad51 HR inh, p97 ATPase inh, Wee1 degr inh, eIF4E-4G inh, FXIa inh
CCCS(=O)(=O)c1c(S(=O)(=O)CCC)c2cnccn2c1C(=O)c1ccc(F)cc1
 : -9.4, -21.9, -3.6, -2.8, 0.6, 2.6, -2.2, 3.0, 10.8
O=C1c2ccccc2C(=O)c2c([N+](=O)[O-])ccc(O)c21
 : -1.5, -0.2, 4.3, 6.7, 11.1, 9.1, 6.2, -2.2, -1.9
Cc1cc(C(F)(F)F)cc(NNC(=O)NC(=O)c2ccccc2Cl)n1
 : -13.5, -2.5, 8.9, -4.7, 17.1, -4.2, -1.0, -0.6, 15.1
Cc1cc(C)cc(NC(=O)N2CCCN(c3ncccc3[N+](=O)[O-])CC2)c1
 : 1.5, -3.5, 8.4, -11.3, 11.0, -1.9, -0.7, -4.3, -0.8
O=C(Nc1ccccc1)c1ccccc1Oc1ccc(C(F)(F)F)cc1[N+](=O)[O-]
 : 5.9, -14.2, 11.1, -9.9, 13.9, 1.0, 8.2, 20.1, 5.6
CCOC(=O)c1ccc(NC(=O)CN2CCN(CCN=CC3=C(O)CC(C)(C)CC3=O)CC2)cc1
 : -12.7, -33.2, 2.9, 0.2[fluorescence artefact?], -2.0, -4.6, -2.0, -1.9[fluorescence artefact?], -3.9
CCOc1ccc(C(=O)c2ccccc2C(=O)O)cc1OCC
 : -25.6, -15.6, -2.9, -8.7, 17.2, 2.6, -2.1, -0.6, -3.3
O=C(CSc1c[nH]c2ccccc12)NCc1ccc2c(c1)OCO2
 : -1.8, -5.4, 14.6, 6.7[fluorescence artefact?], 2.0, 5.7, -2.8, 0.0[fluorescence artefact?], 4.0
O=C(CCCC(=O)N/N=C\c1ccccn1)N/N=C\c1ccccn1
 : -8.4, -21.2, 5.8, 3.6, 1.9, 6.3, -3.6, 1.1[fluorescence artefact?], -0.1
Cc1nc2sc(C)c(C)c2c(=O)[nH]1
 : 10.7, 5.7, 13.6, 1.1, -3.5, 2.2, -1.2, -4.7, 5.8
CN(C(=O)COC(=O)c1ccc(Cl)nc1)C1CCS(=O)(=O)C1 (stereo not drawn)
 : -9.3, -3.5, 11.0, -3.8, -8.0, -2.0, -1.5, -4.7, -0.9
COc1ccc(/C(C)=N\NS(=O)(=O)c2ccccc2)cc1OC
 : -7.1, 1.1, 11.1, 2.4, 11.7, 4.5, 5.2, 4.3[fluorescence artefact?], -0.6
COc1nccnc1NS(=O)(=O)c1ccc(NC(=S)NC(=O)c2ccc(F)c(F)c2)cc1
 : -4.0, -7.3, 3.1, 1.4[fluorescence artefact?], -6.3, 7.1, 0.0, -0.7, -0.6
O=c1c2cc3c(cc2[nH]c(=S)n1Cc1ccco1)OCO3
 : -16.2, 14.3, -10.0, 0.2, nt, -1.6, -0.9, -2.7, -11.9
CCn1c(COc2ccc(Cl)cc2)nnc1SCc1nc2ccccc2[nH]1
 : -14.3, 2.0, -3.8, -18.3, 13.7, 0.3, -1.6, 12.9, 8.3

Following part
Screens in order – MDM2 E3 inh, hK5 inh, FXIIa inh, 14-3-3 Bad PPI, Rad51 HR inh, p97 ATPase inh, Wee1 degr inh, eIF4E-4G inh, FXIa inh
Cc1nc2ccccn2c1C(=O)CSc1cccc(Cl)c1
 : -5.2, 21.7, 13.2, -1.2, -11.1, -1.4, -3.4, -1.4, 2.6
COc1ccc(N2C(=O)CC(N3CCC(C(N)=O)CC3)C2=O)cc1 (stereo not drawn)
 : -1.9, 2.6, 11.9, 2.5, 3.3, -1.0, 7.5, 1.0, -4.2
COc1ccc(S(=O)(=O)NN=C2CCCC2)cc1
 : -6.3, -16.9, 1.4, 6.4[fluorescence artefact?], 0.5, -0.1, 1.6, -1.2[fluorescence artefact?], -5.9
COc1ccccc1-n1cnc2cc(NCc3ccco3)ccc21
 : 14.9, -6.2, 6.0, 12.2, -46.2, 6.6, -1.2, 7.5[fluorescence artefact?], 3.6
CN1CCCN(Cc2nc(-c3ccc(Cl)cc3)no2)CC1
 : -5.2, nt, 4.4, -9.5, -0.6, -0.4, 5.6, 2.6, -4.5
CCC(C)Oc1nc(C)cc(C)c1S(=O)(=O)c1ccccc1C (stereo not drawn)
 : -15.6, -7.4, 6.9, -8.0, -2.0, -4.9, -0.1, 0.4, 6.1
COc1ccc(CNc2ccc(C(=O)O)cc2)cc1
 : 9.8, -1.8, -1.1, 13.5, -7.1, 4.9, 0.1, -1.0[fluorescence artefact?], 1.8
CC(=O)C(Cc1ccccc1)NC(=O)CN1CCN(Cc2ccccc2)CC1 (stereo not drawn)
 : 5.8, -1.2, 15.8, -3.6, 0.9, -1.1, -0.3, 0.1, -1.8
O=C(NCCN1CCN(C(=O)c2cccs2)CC1)c1cccs1
 : -7.4, 0.3, 7.8, -0.3[fluorescence artefact?], -2.0, -1.1, -0.4, -12.2[fluorescence artefact?], 4.7
COc1ccc(C2CC(c3cccs3)=NN2c2ccc(F)cc2)cc1OC (stereo not drawn)
 : -60.9, -4.3, 0.1, -5.5, -1.4, 3.9, -1.7, 3.0, -1.2
COc1ccc(/C=N/n2c(C)nc3c([nH]c4ccccc43)c2=O)cc1CN1CCCC(C)(C)C1
 : -11.5, 6.2, 10.6, -5.4, nt, 5.2, -3.4, -3.3, 4.7
CN(C)C(=O)c1ccc(-c2n[nH]c(=O)c3ccccc23)cc1
 : -5.8, -1.1, 4.3, -5.9, 16.9, 3.5, 0.6, 1.4, -2.7
CNC(=O)NC(=O)COC(=O)CCCSc1nc2ccccc2s1
 : -19.6, 2.9, 4.0, 4.2, 1.1, 1.6, 2.1, 2.0, -2.4
CON/C=C(\C=Nc1ccc(C(F)(F)F)cc1)c1ncc(C(F)(F)F)cc1Cl
 : -5.3, -1.1, -6.5, 9.2, -28.3, -4.8, 1.4, -2.6, -4.2
c1ccc(COc2nsnc2N2CCOCC2)cc1
 : -15.8, -18.3, 10.7, 7.0, -3.2, -12.5, 3.3, -6.0, 2.9

Next part.
Screens in order – MDM2 E3 inh, hK5 inh, FXIIa inh, 14-3-3 Bad PPI, Rad51 HR inh, p97 ATPase inh, Wee1 degr inh, eIF4E-4G inh, FXIa inh
COc1cc(C2=NOC(C(=O)N3CCCCCC3)C2)cc(OC)c1OC (stereo not drawn)
 : -4.8, -3.8, 15.5, -9.0, -11.6, 5.8, -3.8, -5.9, 2.4
Cc1ccc(N/C=C2/Sc3ccccc3NC2=O)cc1
 : -10.5, -5.1, 0.3, -7.9, -132.5, -1.8, -0.1, 2.6, -3.8
COc1cccc(Cn2nnc(C(=O)Nc3ccc(C)cc3)c2N)c1
 : -12.1, 4.5, 12.3, 1.2, -1.8, 3.1, -1.3, -0.7, 3.2
COC(=O)c1oc2ccc(Br)cc2c1NC(=O)CCCN1C(=O)c2ccccc2C1=O
 : -27.3, -0.9, -2.0, 4.8, 0.1, 5.3, -0.2, 3.9[fluorescence artefact?], -9.8
CC1(C)C2CCC1(C)C(OC(=O)CC(=O)O)C2 (stereo not drawn)
 : -3.8, -5.5, -10.7, 2.0[fluorescence artefact?], -11.5, 4.0, -2.4, -3.6, -3.9
Cc1cccc2cc(CN(CCN3CCOCC3)C(=O)Nc3ccccc3F)c(=O)[nH]c12
 : nt, -37.2, 4.7, 1.1[fluorescence artefact?], nt, -0.7, 4.2, 6.4, 0.5
COc1ccc2c(c1)-c1c(sn(-c3ccccc3)c1=S)C(C)(C)N2
 : 9.1, -13.7, 4.5, -12.6[fluorescence artefact?], -2.5, 3.2, 1.0, 17.8[fluorescence artefact?], 2.4
O=C(CSc1nnc(-c2ccc(Br)cc2)n1CCc1ccccc1)NC1CCS(=O)(=O)C1 (stereo not drawn)
 : -3.4, -24.1, 7.1, -14.7, -9.5, -1.7, 0.5, 1.6, -0.5
O=C(c1ccc(OC2CCN(C(=O)C3CC3)CC2)cc1)N(CCO)Cc1ccccc1
 : -4.9, -3.4, 2.2, -7.6, nt, -4.9, -1.3, 0.7, -3.2
Cc1nn(C)cc1CNC(=O)C1(C)CC1(Cl)Cl (stereo not drawn)
 : 6.5, -17.1, 6.1, 5.2, nt, 1.7, -3.2, -2.4, -1.3
CC(C)CC1NC(=O)N(CC(=O)N2CCCc3ccccc32)C1=O (stereo not drawn)
 : -10.9, 13.2, 5.0, -11.5, 23.3, 5.1, -3.9, -0.6, 1.2
COC(=O)C1Cc2c([nH]c3ccccc23)CN1 (stereo not drawn)
 : -4.6, -18.0, 2.1, -15.4[fluorescence artefact?], -6.3, -2.6, 1.2, -0.1, 2.7
CC(=O)O/C(=C\c1cn(C(C)=O)c2ccccc12)C(=O)O
 : -10.7, 3.7, 15.4, 0.7, -0.1, -5.4, 1.0, -0.4, 4.4
COc1ccc2c(c1)C(C1=C(O)CC(C)(C)CC1=O)C1=C(CC(C)(C)CC1=O)O2 (stereo not drawn)
 : -5.3, 4.7, 5.6, 13.2[fluorescence artefact?], 4.2, -3.2, -2.5, -0.7[fluorescence artefact?], -27.9
O=C(Nc1ccccc1Br)C1CCN(C(=O)Cc2ccccc2)CC1
 : -5.2, -5.8, 13.3, 4.2[fluorescence artefact?], -5.7, -6.5, -1.5, -15.8, 4.5

Later entries
Screens in order – MDM2 E3 inh, hK5 inh, FXIIa inh, 14-3-3 Bad PPI, Rad51 HR inh, p97 ATPase inh, Wee1 degr inh, eIF4E-4G inh, FXIa inh
CC(=O)N1CCC(=NNc2ccc(S(=O)(=O)N3CCOCC3)cc2[N+](=O)[O-])CC1
 : -12.0, 1.1, 10.5, 1.0, 0.7, 1.6, -2.0, 0.1, 3.8
N#Cc1nc(-c2ccccc2F)oc1NCCc1ccccc1
 : 6.3, -3.1, 7.8, 9.0, -0.1, 0.1, 1.0, 3.3, -3.3
CCOC(=O)C(=O)NCc1ccc(/C=C2/N=C(C)C(C(=O)OCC)=C2O)o1
 : 0.2, 5.9, 12.2, -4.6, 0.5, 7.2, -1.4, -2.2, 4.6
CC1(C)Nc2ccccc2N(CC(=O)N2CCCCC2)C1=O
 : -10.8, -3.8, 17.8, -15.0[fluorescence artefact?], 1.4, -7.1, -0.5, -4.7, 3.9
Cc1ccc(NC(=O)/C(C#N)=C/c2cccs2)c(C)c1
 : 8.2, -3.9, -2.9, -2.2, -8.5, -0.4, -1.7, -0.3, -0.1

5 structures already listed, sorted by length of the SMILES, ascending.
Screens in order – MDM2 E3 inh, hK5 inh, FXIIa inh, 14-3-3 Bad PPI, Rad51 HR inh, p97 ATPase inh, Wee1 degr inh, eIF4E-4G inh, FXIa inh
N#Cc1nc(-c2ccccc2F)oc1NCCc1ccccc1
 : 6.3, -3.1, 7.8, 9.0, -0.1, 0.1, 1.0, 3.3, -3.3
Cc1ccc(NC(=O)/C(C#N)=C/c2cccs2)c(C)c1
 : 8.2, -3.9, -2.9, -2.2, -8.5, -0.4, -1.7, -0.3, -0.1
O=C(Nc1ccccc1Br)C1CCN(C(=O)Cc2ccccc2)CC1
 : -5.2, -5.8, 13.3, 4.2[fluorescence artefact?], -5.7, -6.5, -1.5, -15.8, 4.5
CC(=O)O/C(=C\c1cn(C(C)=O)c2ccccc12)C(=O)O
 : -10.7, 3.7, 15.4, 0.7, -0.1, -5.4, 1.0, -0.4, 4.4
CC(=O)N1CCC(=NNc2ccc(S(=O)(=O)N3CCOCC3)cc2[N+](=O)[O-])CC1
 : -12.0, 1.1, 10.5, 1.0, 0.7, 1.6, -2.0, 0.1, 3.8
